Screening data (PubChem BioAssay)
D3 ag = agonists of human D3 dopamine receptor | D3R DiscoveRx beta-arrestin cells, luminescence, 90 min | max activation, % | 410,000 tested, 0.58% active; in the data active = max activation above about 30%; also: 0% is about no effect; mostly tested at two doses, the higher about 12 µM
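Agonist mode: compounds and dopamine controls were applied to plated cells for 90 min at 37 degrees C after an overnight attachment at 1500 cells/well. Luminescent read-out followed 30 - 60 minutes at room temperature with DiscoveRx detection reagent.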
EPAC2 antagonist = antagonists of human EPAC2. Potency, µM (highest dose often 114 µM), without a hit: top-dose activity, negative = inhibition, hits mostly inhibitors. Q8WZA2. 360,000 tested, 0.18% active. EPAC2 GEF exchange of Rap1B-BODIPY-GDP, fluorescence; also: potency is read from the fitted curve at half-maximal effect; % is scaled to controls: 0 for no effect and ±100 for the full control effect; nearly all actives have a fitted effect of over 45% in size; many of its hits are not listed in these tables
Target sequence (Q8WZA2 whole entry, looked up): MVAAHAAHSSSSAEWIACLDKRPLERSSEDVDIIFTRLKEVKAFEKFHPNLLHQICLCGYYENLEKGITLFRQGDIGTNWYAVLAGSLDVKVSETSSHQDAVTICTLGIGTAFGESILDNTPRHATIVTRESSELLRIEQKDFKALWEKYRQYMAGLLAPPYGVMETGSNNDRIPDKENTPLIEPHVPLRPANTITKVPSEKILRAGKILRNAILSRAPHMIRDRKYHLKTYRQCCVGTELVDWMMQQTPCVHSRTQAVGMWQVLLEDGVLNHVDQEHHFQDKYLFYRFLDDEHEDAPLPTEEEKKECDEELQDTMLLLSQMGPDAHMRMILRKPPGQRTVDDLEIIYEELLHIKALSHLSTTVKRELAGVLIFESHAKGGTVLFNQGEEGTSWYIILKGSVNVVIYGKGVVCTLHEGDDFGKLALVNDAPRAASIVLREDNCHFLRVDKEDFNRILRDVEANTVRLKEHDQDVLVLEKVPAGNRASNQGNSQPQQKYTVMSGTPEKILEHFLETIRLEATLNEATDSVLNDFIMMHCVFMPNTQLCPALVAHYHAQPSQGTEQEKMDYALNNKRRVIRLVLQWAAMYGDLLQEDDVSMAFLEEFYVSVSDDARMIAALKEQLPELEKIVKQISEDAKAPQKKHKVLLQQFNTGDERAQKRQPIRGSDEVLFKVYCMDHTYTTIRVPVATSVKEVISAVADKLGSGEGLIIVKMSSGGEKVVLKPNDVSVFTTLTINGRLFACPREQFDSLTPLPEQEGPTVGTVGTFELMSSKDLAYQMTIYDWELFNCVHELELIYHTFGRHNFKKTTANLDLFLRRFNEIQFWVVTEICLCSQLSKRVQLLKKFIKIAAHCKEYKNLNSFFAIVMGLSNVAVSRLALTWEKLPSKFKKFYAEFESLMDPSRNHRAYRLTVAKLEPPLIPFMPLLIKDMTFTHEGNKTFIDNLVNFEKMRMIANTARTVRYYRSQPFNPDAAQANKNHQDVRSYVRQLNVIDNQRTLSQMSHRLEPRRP
DRD3 antagonist = blocks the human D3 dopamine receptor. D3R cells, DiscoveRx beta-arrestin luminescence, antagonist mode; hits give low values. max response, negative = inhibition, %. 360,000 tested, 2.5% active; in the data active = max response below about -50%; inconclusive = no clear call, values can overlap the other calls; also: % is scaled to controls: 0 for no effect and ±100 for the full control effect; mostly tested at two doses, the higher about 12 µM
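Cells expressing the human receptor were seeded at 1500 cells/well, incubated overnight at 37 degrees C in 5% CO2, then exposed to library compounds with dopamine controls for 90 minutes at 37 degrees C before luminescent detection.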
CCT chaperon mod = changes cytosolic chaperonin activity. purified chaperonin ATPase assay, HTRF ADP detection, 30 min. activity change, % (test concentration not listed), hits read low. 360,000 tested, 0.3% active; in the data active = activity change below about -30%; also: % is scaled to controls: 0 for no effect and ±100 for the full control effect
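Enzyme 40 or 20 nM (batch-dependent) in Tris pH 7.4/KCl/MgCl2/DTT; cpd 76 uM single point; ATP 10 uM; 30 min 37 °C; Transcreener ADP HTRF detection, 30 min RT; ratio 665/615.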
Akt phos inh = blocks phosphorylation of Akt; Neuro2A IGF-stimulated pAkt S473 HTRF, 20 min; hits give low values; activity change, % for hits at 50 µM; 360,000 tested, 0.32% active; in the data active = activity change below about -80%; inconclusive = mostly about -51% to -80%; also: % is scaled to controls: 0 for no effect and ±100 for the full control effect
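Single-point screen (50 µM final compound) in Neuro2A cells stimulated 20 min with 6 nM IGF at 37 deg C. After lysis, Ser473-phosphorylated Akt read by HTRF (ex 330 nm, em 615/665 nm) as the 665/615 ratio.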
PTHR1 ag = PTHR1 (human) receptor agonism. Potency, µM (titrated, usually from 115 µM), for the others: at the highest dose activation, usual class: activators. 410,000 tested, 0.075% active. HEK293 GP2 PTHR1 cells, GloSensor cAMP luminescence, 1 h; also: potency is read from the fitted curve at half-maximal effect; nearly all actives have a fitted effect of over 55% in size; some results filed as inactive show a strong effect at the top dose; inactives centre near -15; many of its hits are not listed in these tables
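HEK-293-derived GP2 cells expressing PTHR1 and a GloSensor cAMP reporter, 3,000/well, plated overnight, given luciferin plus IBMX (each 0.5 mM as added) for 1 h at 37 °C, then compound for 1 h at 37 °C. Luminescence was read after 15 min at room temperature.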
EPAC2 agonist = agonists of human EPAC2 (RAPGEF4); Q8WZA2; EPAC2 activation, biochemical qHTS; response scale: 100% = 6.5 mM cAMP response; Potency, µM (series often up to 154 µM), for inactives: at the top dose activation, hits mostly activators; 360,000 tested, 0.079% active; AID 720711; also: potency is read from the fitted curve at half-maximal effect; nearly all actives have a fitted effect of over 50% in size
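Compounds were added across a concentration range to EPAC2 (100 nM), RAP1B-BODIPY-GDP (250 nM) and GDP (50 uM). After 5 min at room temperature, fluorescence was recorded at 5-min intervals for 30 min.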
MmCpn inh = blocks the Methanococcus maripaludis chaperonin Mm-Cpn. 330,000 tested, 0.031% active. Potency, µM (doses to about 76.9 µM), for inactives: top-dose activity, negative = inhibition, usual class: inhibitors. purified Mm-Cpn ATPase, ADP Transcreener TR-FRET; also: potency is read from the fitted curve at half-maximal effect; % is scaled to controls: 0 for no effect and ±100 for the full control effect; nearly all actives have a fitted effect of over 80% in size
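Reaction buffer contained 30 mM Tris pH 7.4, 100 mM KCl, 5 mM MgCl2 and 1 mM DTT. Mm-CPN (25 nM final) hydrolysed 10 uM ATP over 30 min at 37°C; ADP was read by HTRF.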
Starred values were filed as active, the others as inactive; i = inactive; ? = inconclusive; nt = no result given; [ ] = dose if it differs, or a comment. Unless noted, calls follow the shape of the dose curve; as a rule, active = well fitted curve in the direction sought with a large enough effect; inconclusive = small, poorly fitted or top-dose-only effect, or another doubt; inactive = no such curve, though single readings can be large; an effect the other way counts as inactive or inconclusive. Only part of the results is shown, so the mix of outcomes need not match the whole.

#	SMILES	D3 ag	EPAC2 antagonist	DRD3 antagonist	CCT chaperon mod
1	CCOC(=O)c1c(-c2ccc(OC)cc2)cn2ccccc12	0	-9%	-8	0.5
2	FC(F)(F)c1cc(Cl)c2nc(-c3cccc(Cl)c3)c(Cc3cccc(Cl)c3)n2c1	-3	2%	3	1.2
3	Cc1ccc(-n2c3c(cc(C(=O)O)c2=O)C(=O)CC(C)(C)C3)cc1	0	-8%	1	0.6
4	CC(NC(=S)Nc1ccc(S(N)(=O)=O)cc1)c1ccc2c(c1)OCO2 (stereo not drawn)	-6	5%	5	-0.2
5	CCOC(=O)/C(=N\Nc1cc(C(F)(F)F)ccc1Cl)N(CC)CC	-1	-11%	14	-2.2
6	O=[N+]([O-])c1cccnc1C1OCCO1	9	2%	24	-0.4
7	CC(=O)c1ccc(OCC(=O)NC2CCCN(Cc3ccccc3F)C2)cc1 (stereo not drawn)	-2	0%	-17	-3.5
8	CCCn1c(N)c(C(=O)CSc2nnc(C3CC3)n2Cc2ccccc2)c(=O)n(C)c1=O	2	3%	-1	-0.9
9	CNS(=O)(=O)c1cccc(C(=O)NC2CCCc3ccccc32)c1 (stereo not drawn)	-6	9%	6	-0.1
10	O=C(CSc1nnc(C2CC2)n1C1CC1)c1ccccc1F	-1	6%	26	0.7

#	Akt phos inh	PTHR1 ag	EPAC2 agonist	MmCpn inh
1	i	-24%	8%	-18%
2	i	i	3%	nt
3	i	i	-2%	0%
4	i	i	2%	0%
5	i	-30%	-8%	0%
6	i	i	-3%	nt
7	nt	-16%	10%	0%
8	i	-4%	-1%	2%
9	i	-4%	1%	1%
10	i	i	3%	-1%

Part of the list above in a different format:
The line under a structure holds: D3 ag	EPAC2 antagonist	DRD3 antagonist	CCT chaperon mod	Akt phos inh	PTHR1 ag	EPAC2 agonist	MmCpn inh
(3) Cc1ccc(-n2c3c(cc(C(=O)O)c2=O)C(=O)CC(C)(C)C3)cc1
→ 0	-8%	1	0.6	i	i	-2%	0%
(4) CC(NC(=S)Nc1ccc(S(N)(=O)=O)cc1)c1ccc2c(c1)OCO2 (stereo not drawn)
→ -6	5%	5	-0.2	i	i	2%	0%

Following part.
#	SMILES	D3 ag	EPAC2 antagonist	DRD3 antagonist	CCT chaperon mod
11	Cc1nnc(SCC(=O)N(CC(C)C)C2CCS(=O)(=O)C2)n1N (stereo not drawn)	-1	3%	-19	0.1
12	O=C(Cn1cnc2c(nnn2Cc2ccc(F)cc2)c1=O)NCc1ccco1	6	-7%	17	-0.8
13	COC(=O)/C=c1/s/c(=C(/C#N)C(=O)NCc2ccccc2)n(-c2ccccc2)c1=O	5	7%	25	3.9
14	COc1cccc(NC(=O)C(NC2CCCC2)c2ccccc2)c1 (stereo not drawn)	-8	-3%	4	1.3
15	COc1ccc(S(=O)(=O)Nc2ccc3c(c2)C(=O)N([C@H](C)CO)C[C@H](C)[C@@H](CN(C)C(=O)NC(C)C)O3)cc1	-2	9%	2	-1.4
16	O=S1(=O)CCOC[C@H](CC2CCCCC2)N1Cc1ccc(F)cc1	-5	?	7	-2.4
17	Cc1ccc(N(C(=O)CNC(=O)c2ccco2)C(C(=O)NCC2CCCO2)c2ccccc2)cc1C (stereo not drawn)	4	-9%	23	-0.3
18	O=C(CSc1nnnn1C1CC1)Nc1ccc(S(=O)(=O)N2CCOCC2)cc1	-4	1%	0	-1.3
19	CCOC(=O)N(C)c1c(CC)nc2c(OCc3ccc(F)cc3)cccn12	0	-17%	12	1.0
20	O=c1[nH]nc(N=Nc2c(O)[nH]c3ccc(F)cc23)c(=O)[nH]1	-6	-6%	-21	-0.4

#	Akt phos inh	PTHR1 ag	EPAC2 agonist	MmCpn inh
11	i	-26%	4%	1%
12	i	4%[57.5 µM]	0%	0%
13	i	-20%	-4%	1%
14	i	-12%[57.5 µM]	8%	-2%
15	i	-20%	-7%	1%
16	i	-14%	-3%	1%
17	i	-48%	2%	-2%
18	i	i	7%	1%
19	i	-48%[inhibitor]	1%	nt
20	i	i	1%	nt

Filtered by structure: the compounds so far containing a furan ring, fused or not (2)
#	SMILES	D3 ag	EPAC2 antagonist	DRD3 antagonist	CCT chaperon mod
12	O=C(Cn1cnc2c(nnn2Cc2ccc(F)cc2)c1=O)NCc1ccco1	6	-7%	17	-0.8
17	Cc1ccc(N(C(=O)CNC(=O)c2ccco2)C(C(=O)NCC2CCCO2)c2ccccc2)cc1C (stereo not drawn)	4	-9%	23	-0.3

#	Akt phos inh	PTHR1 ag	EPAC2 agonist	MmCpn inh
12	i	4%[57.5 µM]	0%	0%
17	i	-48%	2%	-2%

Next section.
#	SMILES	D3 ag	EPAC2 antagonist	DRD3 antagonist	CCT chaperon mod
21	O=C(CN1CCN(S(=O)(=O)N2CCCCC2)CC1)Nc1cc(Cl)ccc1Cl	-3	1%	-7	0.0
22	O=C(NCC(F)(F)F)c1ccc2sc([C@@H]3O[C@H](CO)[C@H](O)[C@H](O)[C@H]3O)nc2c1	7	23%	-21	0.0
23	O=C(Cn1c(=O)n(CC2CCCO2)c(=O)c2ccccc21)c1ccc(Cl)c(Cl)c1 (stereo not drawn)	-10	-4%	10	-0.2
24	O=C1c2ccccc2C2(c3ccc(F)cc3)NCCN12 (stereo not drawn)	-12	10%	6	-0.8
25	COCCNC(=O)CN(c1ccc(C)cc1)S(=O)(=O)c1ccc(SC)cc1	4	11%	-2	-3.3
26	O=C(Cn1c(=O)sc2ccccc21)Nc1ccc(S(=O)(=O)N2CCCC2)cc1	-1	5%	-26	1.2
27	O=[N+]([O-])c1ccccc1/C=C\C=N\N1CCN(c2ccccc2)CC1	-2	0%	-12	-0.4
28	O=C(Nc1ccc(F)cc1)C(Sc1nc2ccccc2[nH]1)c1ccccc1 (stereo not drawn)	-7	-2%	0	-2.7
29	CCCc1ccc2oc(C(=O)N3CCC(O)CC3)c(C)c2c1	4	-21%	-4	2.6
30	CC1c2nc3ccccc3n2C(CC(=O)NCCCN2CCOCC2)C(=O)N1Cc1ccccc1 (stereo not drawn)	1	5%	7	-3.0

#	Akt phos inh	PTHR1 ag	EPAC2 agonist	MmCpn inh
21	i	-8%	4%	1%
22	i	6%	3%	nt
23	?	0%	11%	-2%
24	i	i	-1%	4%
25	nt	i	-1%[15.6 µM]	1%
26	i	-6%[57.5 µM]	12%	0%
27	i	-18%	16%	0%
28	i	-38%[inhibitor]	0%	3%
29	i	-45%[inhibitor]	-4%	0%
30	i	i	7%	2%

Record cards, as listed above:
O=C(Cn1c(=O)n(CC2CCCO2)c(=O)c2ccccc21)c1ccc(Cl)c(Cl)c1 (stereo not drawn) across the screens: D3 ag: -10; EPAC2 antagonist: -4%; DRD3 antagonist: 10; CCT chaperon mod: -0.2; Akt phos inh: ?; PTHR1 ag: 0%; EPAC2 agonist: 11%; MmCpn inh: -2%
O=C(NCC(F)(F)F)c1ccc2sc([C@@H]3O[C@H](CO)[C@H](O)[C@H](O)[C@H]3O)nc2c1 across the screens: D3 ag: 7; EPAC2 antagonist: 23%; DRD3 antagonist: -21; CCT chaperon mod: 0.0; Akt phos inh: i; PTHR1 ag: 6%; EPAC2 agonist: 3%; MmCpn inh: nt

(list continues)
#	SMILES	D3 ag	EPAC2 antagonist	DRD3 antagonist	CCT chaperon mod
31	CC1CCc2c(sc(NC(=O)CSc3ncnc4c3cnn4-c3ccccc3Cl)c2C#N)C1 (stereo not drawn)	-1	7%	9	-1.6
32	COC(=O)Cc1cc(OC)c(OC)cc1Cc1cc(OC)c(OC)cc1CC(=O)OC	0	8%	-14	-1.5
33	Fc1cccc(Cl)c1Cc1noc(/C=C/c2ccccc2)n1	-5	2%	7	0.1
34	Cc1onc(-c2c(F)cccc2Cl)c1C(=O)OCC(=O)Nc1c(C)n(C)n(-c2ccccc2)c1=O	-3	-4%	0	1.6
35	COCCCNC(=S)NNC(=O)C1CC1c1ccc(C(C)(C)C)cc1 (stereo not drawn)	3	-7%	46	-0.6
36	COC(=O)C1=C(C(=O)OC)[C@@H]2Nc3ccccc3[C@@]23C[C@@H](C(=O)OC)N(C(=O)COCc2ccccc2)C3=N1	26	5%	23	0.4
37	CC1(C)CC(=O)C(C=NCC2CCN(C(=O)Cc3ccccc3)CC2)=C(O)C1	-3	8%	13	0.3
38	N#CC1=C(N)OC2=C(C(=O)CC(c3ccccc3)C2)C1c1cccnc1 (stereo not drawn)	-1	-1%	11	1.2
39	COc1ccc(CNC(=O)Cn2c(=O)oc3ccccc32)cc1OC	-18	-7%	9	-0.7
40	O=C(c1ccc2c(=O)n3c(nc2c1)CCCCC3)N1CCN(c2ccc(F)cc2)CC1	4	-12%	3	0.2

#	Akt phos inh	PTHR1 ag	EPAC2 agonist	MmCpn inh
31	i	-4%	-6%	2%
32	i	0%[57.5 µM]	-7%	3%
33	i	-9%	15%	0%
34	i	i	-8%	0%
35	i	-11%	-4%	-1%
36	i	-7%	4%	nt
37	i	-20%	-7%	4%
38	i	-14%	4%	2%
39	i	-40%[inhibitor][57.5 µM]	-6%	2%
40	i	-10%	9%	1%

Next compounds follow:
#	SMILES	D3 ag	EPAC2 antagonist	DRD3 antagonist	CCT chaperon mod
41	COc1ccc(CNC(=O)Nc2ccc3c(c2)c(=O)n(C)n3Cc2cc(C)cc(C)c2)cc1	-3	0%	-18	-1.8
42	O=[N+]([O-])c1ccc(/C=N/Nc2ncc(-c3ccccc3)cn2)cc1	1	6%	15	0.7
43	Cc1c(Cl)c([N+](=O)[O-])nn1CC(=O)NCCCN1CCOCC1	-6	3%	9	-1.6
44	C#CCNC(=O)C1CCN(c2cc(C)nc(-c3ccccc3)n2)CC1	-6	5%	12	2.4
45	COC(=O)C(Cc1ccc(O)cc1)NC(=O)c1ccc2c(c1)OCCO2 (stereo not drawn)	4	-2%	3	0.1
46	S=c1[nH]nc2n1CCCN2	18	14%	12	2.8
47	CCOC(=O)c1nc2ccccc2nc1C	9	-5%	-4	-17
48	C=CCOC1=CS(=O)(=O)N(Cc2ccc(Br)cc2)c2ccc(Br)cc21	42*	11%	-4	0.2
49	O=C1c2ccccc2C(=O)N1CC(O)CN1CCOCC1 (stereo not drawn)	-2	5%	18	-3.5

#	Akt phos inh	PTHR1 ag	EPAC2 agonist	MmCpn inh
41	i	-23%	9%	nt
42	i	i	3%	0%
43	i	i	20%	1%
44	i	-5%	1%	4%
45	i	-23%	-3%	?
46	i	i	1%	0%
47	i	i	-11%	1%
48	i	-32%	3%	-4%
49	i	-15%[57.5 µM]	11%	0%
